# IDE cell activ – human IDE activators in live cells, primary screen, fluorescence polarization, HEK cells, FAbeta-B substrate. hit rate 0.073% among 340,000. AID 493087, 2011. activation, % at 5.96 µM. FAbeta-B cleavage; 0% vehicle, 100% cell-free pure enzyme wells. Insulin-degrading enzyme (Homo sapiens), P14735;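 active = activation above the mean of all tested compounds plus 3 SD, set per screening campaign, cut at about 17% in these data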
# IDE cell inh – human IDE inhibitors in live cells, primary screen, fluorescence polarization, HEK cells, FAbetaB substrate; Insulin-degrading enzyme (Homo sapiens), P14735; FAbetaB cleavage; inhibition, % at 5.59 µM; hit rate 0.41% among 320,000; AID 434962, 2010;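 active = percent inhibition above the average of all tested compounds plus 3 SD, set per screening campaign, cut at about 16% in these data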;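 also: IDE supplied by intact live HEK cells; FP after avidin binding of uncleaved biotin substrate so inhibition keeps polarization high; 0% = DMSO wells and 100% = 60 µM reference IDE inhibitor Ii1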
# M18AAP inhibitor – PfM18AAP inhibitors, malaria aminopeptidase, primary screen, biochemical, QFRET, recombinant enzyme; M18 aspartyl aminopeptidase (Plasmodium falciparum 3D7); H-Glu-NHMec fluorogenic cleavage; inhibition, % at 7.35 µM; hit rate 1.2% among 290,000; AID 1822, 2009;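 active = inhibition above the campaign mean inhibition over all tested compounds plus 3 SD, cut at about 28% in these data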;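 also: 0% = plate median of test compound wells and 100% = 2 mM ZnCl2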
# Active calls of the source: *; · = no result given.
no. | IDE cell activ | IDE cell inh | M18AAP inhibitor | compound
1 | 4.0 | 2.5 | · | O=C(NCc1ccccc1)c1ccc(Cl)c(S(=O)(=O)N2CCCC2)c1
2 | 1.1 | 9.2 | · | O=S(=O)(NCC1CN(S(=O)(=O)c2ccc3c(c2)OCCO3)C1)c1c(F)cccc1F
3 | 3.6 | 6.5 | · | C#CCOCCOCCOCCNc1nc(N2CCN(C(=O)CCCCCCCCCCNC(=O)[C@@H](CCC(=O)O)n3cc(CCCCCN)nn3)CC2)nc(N2CCN(C(=O)CCCCCCCCCCNC(=O)[C@H](CO)n3cc(CCCSC)nn3)CC2)n1
4 | -0.1 | 0.3 | · | CN(CC(=O)Nc1ccc(Cl)c(C(F)(F)F)c1)C(=O)/C=C/c1cccs1
5 | 2.9 | -2.7 | · | CCOC(=O)[C@@H]1[C@H]2COc3ccccc3[C@H]2N2C(=O)N(c3ccc(Br)cc3)C(=O)[C@]12C
6 | -17.9 | 16.5* | · | O=S(=O)(c1ccc(SCc2cccc(Cl)c2)nc1)N1CCCC1
7 | 6.4 | -4.3 | · | O=C(CSc1nc(=O)n(CCCN2CCOCC2)c2c1CCC2)Nc1ccc([N+](=O)[O-])cc1
8 | 9.9 | 3.5 | · | COC(=O)C1=C(C)N(Cc2ccccc2)C(=NCCc2c[nH]c3ccccc23)N[C@H]1c1cccc(F)c1
9 | 2.9 | -4.4 | · | COc1ccccc1NS(=O)(=O)c1cc(NC(=O)c2cccnc2)ccc1N1CCCCC1
10 | 3.0 | 5.4 | · | O=C(CCc1nc2ccccc2c(=O)[nH]1)Nc1nc(-c2cccs2)cs1
11 | 2.8 | -0.7 | · | CN(C)S(=O)(=O)c1ccc(C(=O)OCC(=O)NC(=O)NC2CCCC2)cc1
12 | -1.1 | 6.2 | · | CC(C)(C)OC(=O)C[C@@H]1C/C=C\C[C@H](CC(=O)N[C@H](CO)Cc2ccccc2)C(=O)N2CCC[C@H]2COC1=O

# Two entries from above, field by field:
(11) CN(C)S(=O)(=O)c1ccc(C(=O)OCC(=O)NC(=O)NC2CCCC2)cc1
  IDE cell activ: 2.8
  IDE cell inh: -0.7
  M18AAP inhibitor: ·

(12) CC(C)(C)OC(=O)C[C@@H]1C/C=C\C[C@H](CC(=O)N[C@H](CO)Cc2ccccc2)C(=O)N2CCC[C@H]2COC1=O
  IDE cell activ: -1.1
  IDE cell inh: 6.2
  M18AAP inhibitor: ·

# Returning to the listing; the two compounds before the break are reprinted first.
no. | IDE cell activ | IDE cell inh | M18AAP inhibitor | compound
11 | 2.8 | -0.7 | · | CN(C)S(=O)(=O)c1ccc(C(=O)OCC(=O)NC(=O)NC2CCCC2)cc1
12 | -1.1 | 6.2 | · | CC(C)(C)OC(=O)C[C@@H]1C/C=C\C[C@H](CC(=O)N[C@H](CO)Cc2ccccc2)C(=O)N2CCC[C@H]2COC1=O
13 | 2.9 | 3.1 | · | COc1cc2cc(CCCOC(=O)c3cccc(Br)c3)oc(=O)c2cc1OC
14 | 3.2 | 4.6 | · | CN(C)CCCn1c(=O)n(C2CCCCC2)c(=O)c2c3c(sc21)CCCCC3
15 | 1.8 | 6.9 | · | COCn1cnc(-c2ccccc2)c1-c1ccccc1
16 | -0.2 | 2.4 | · | Cc1ccc(OCCC(=O)NNC(=O)c2ccccc2F)cc1
17 | 2.2 | 7.5 | · | CCOC(=O)c1c(C)[nH]c(C(=O)OCC(=O)Nc2ccccc2)c1C
18 | -3.1 | -0.5 | · | COc1cc(/C=C/C(=O)OCC(=O)Nc2cccc(F)c2)ccc1O
19 | 3.0 | 6.8 | · | COc1cccc(NC(=O)CN(C)CC(=O)NCC(=O)Nc2ccc(F)cc2)c1
20 | -1.3 | 1.8 | · | Cc1ccc(NC(=O)COc2coc(CN3CCN(c4ccccc4)CC3)cc2=O)cc1
21 | 2.6 | 1.1 | · | CCOC(=O)C1=C(COC(=O)c2ccc3ccccc3c2O)NC(=O)NC1C (stereo not drawn)
22 | 2.2 | 5.4 | 3.5 | CC(=O)N1CCc2cc(S(=O)(=O)NCCC3=CCCCC3)ccc21
23 | 2.6 | 2.1 | -6.8 | Cc1c(NC(=O)c2nn(C)c(=O)c3ccccc23)c(=O)n(-c2ccccc2)n1C
24 | 2.6 | 0.5 | -3.7 | COc1c(S(=O)(=O)N2CCCCC2)ccc2c(S(=O)(=O)N3CCCCC3)cccc12

# Quoted at random: 7 entries already listed
no. | IDE cell activ | IDE cell inh | M18AAP inhibitor | compound
17 | 2.2 | 7.5 | · | CCOC(=O)c1c(C)[nH]c(C(=O)OCC(=O)Nc2ccccc2)c1C
16 | -0.2 | 2.4 | · | Cc1ccc(OCCC(=O)NNC(=O)c2ccccc2F)cc1
24 | 2.6 | 0.5 | -3.7 | COc1c(S(=O)(=O)N2CCCCC2)ccc2c(S(=O)(=O)N3CCCCC3)cccc12
21 | 2.6 | 1.1 | · | CCOC(=O)C1=C(COC(=O)c2ccc3ccccc3c2O)NC(=O)NC1C (stereo not drawn)
15 | 1.8 | 6.9 | · | COCn1cnc(-c2ccccc2)c1-c1ccccc1
18 | -3.1 | -0.5 | · | COc1cc(/C=C/C(=O)OCC(=O)Nc2cccc(F)c2)ccc1O
14 | 3.2 | 4.6 | · | CN(C)CCCn1c(=O)n(C2CCCCC2)c(=O)c2c3c(sc21)CCCCC3

# Remaining list, next part
no. | IDE cell activ | IDE cell inh | M18AAP inhibitor | compound
25 | 1.3 | 0.2 | 0.0 | Cc1cc(C)n(-c2nc3sc4c(c3c3nnc(SC(C)C)n23)CC(C)(C)OC4)n1
26 | 1.3 | -1.3 | -3.2 | Cc1noc(/C=C/N(C)C)c1S(=O)(=O)N1CCCC(C(=O)N2CCc3ccccc32)C1 (stereo not drawn)
27 | -4.6 | 2.1 | -0.2 | CC(C)n1c(CN2CCN(C)CC2)nc2c1c(=O)n(C)c(=O)n2C
28 | 3.6 | 2.4 | 1.9 | CCCOc1ccc(/C(O)=C2/C(=O)C(=O)N(CCN(C)C)C2c2ccncc2)cc1 (stereo not drawn)
29 | 9.3 | -0.2 | 4.2 | COc1ccccc1NC(=O)c1oc2ccccc2c1NC(=O)c1cc(OC)c(OC)c(OC)c1
30 | -2.8 | 0.0 | 0.9 | Cc1ccccc1OCCn1cc(C(=S)N2CCCC2)c2ccccc21
31 | 3.4 | 2.8 | 7.0 | COc1ccc(NC(=S)Nc2ccc(F)cc2)c(OC)c1
32 | 2.8 | -9.7 | 2.0 | CC(C)CC(=O)N1CCN(c2ccc([N+](=O)[O-])c(NCc3ccccc3)c2)CC1
33 | 1.4 | 7.2 | -6.1 | Cc1coc2c(C)c3oc(=O)cc(-c4ccccc4)c3cc12
34 | 4.8 | -3.3 | -4.5 | CCOC(=O)N1CCC(NC(=O)C2CCC(Cn3c(=O)[nH]c4ccccc4c3=O)CC2)CC1 (stereo not drawn)

# Bioassay records from PubChem BioAssay.

# A portion of the library; count on the stated rates, not on these rows.
